ERK EGF block: blocks ERK signaling stimulated by EGF; HEK293-V1b, EGF-stimulated phospho-ERK AlphaScreen; AID 1454; Potency, µM (top dose mostly 11.5 µM), inactives show at the top dose activity change, negative = inhibition, usual class: inhibitors; hit rate 0.41% among 130,000; active = well fitted inhibition curve with a large enough effect; inconclusive = small, poorly fitted or top-dose-only effect, or effect the other way;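 note: plate controls were stimulated vehicle wells for no effect and unstimulated vehicle basal for full effect; nearly all actives have a fitted effect of over 55% in size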
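V1b-HEK293, 1% FBS o/n; cpd 30 min 37C; EGF 25 nM final, 5 min; lyse 10 min; AlphaScreen beads 5 h RT. Normalized DMSO basal vs EGF max; Hill AC50.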
An asterisk follows results filed as active; ? = inconclusive; [ ] = remark or other dose. Potency is the fitted concentration of half-maximal effect.

SMILES	ERK EGF block
COc1ccc(CCNC(=O)COc2cc(=O)n(C)c3ccccc23)cc1OC	0%
COC(=O)CC1C(=O)NCCN1C(=S)Nc1cccc(C)c1 (centres undefined)	8%
COC(=O)c1ccccc1Sc1ncnc2onc(C)c12	-9%
CC(C)Oc1ccccc1/C=N/Nc1ccccc1[N+](=O)[O-]	13µM*
Cc1ccc(NC2=NC3(CCCC3)N=C(N)N2)c(C)c1	-7%
O=C(Cc1ccccc1)N/N=C/c1cccc([N+](=O)[O-])c1	3%
COc1ccc(C(=O)CCc2nc3ccccc3s2)cc1	3%
CN(C)c1ccc(C(=C2C=CC(=[N+](C)C)C=C2)c2ccc(N(C)C)cc2)cc1	13µM*
COc1cc(CNC(C)(C)C)ccc1OCC(=O)NC(C)(C)C	-6%
Cc1ccc(S(=O)(=O)N(C)c2ccc(C(=O)N3CCc4ccccc4C3)cc2)cc1	-11%
C/C=C/c1ccc(OCCCCOc2ccccc2F)c(OC)c1	?
Cc1cc(N=Cc2c(O)ccc3cc(Br)ccc23)no1	-5%
COCCCNC(=O)[C@H](CSCc1ccccc1)N1Cc2ccccc2C1=O	26%[57.5 µM]
COC(=O)c1cc(NS(=O)(=O)c2ccc(N3CCC(C)CC3)c([N+](=O)[O-])c2)cc(C(=O)OC)c1	3%
COc1ccc(C2CC(c3cccs3)=NN2C(=O)COC(=O)C2CCCCC2)cc1OC (centres undefined)	-22%
O=[N+]([O-])c1ccc(O)c(C=Nc2ccc3nc(-c4ccccc4)[nH]c3c2)c1	2%
COCCn1c(=O)[nH]c(=O)c2cc(C(=O)c3cc(OC)ccc3O)cnc21	-3%
COC(=O)[C@@]1(Cc2ccccc2)[C@H]2c3cc(C(=O)N4CCCC4)n(CCO)c3C[C@H]2CN1C(=O)c1ccccc1	-4%
CC(C)(C)C(=O)CNCC(=O)C(C)(C)C	4%
O=C(N/N=C/C=C\c1ccccc1[N+](=O)[O-])c1ccncc1	0%
NCCCC[C@@H]1NC(=O)c2cc([N+](=O)[O-])cc(F)c2NCCCC[C@@H](C(N)=O)NC(=O)[C@H](CCC(N)=O)NC1=O	-1%
CCN(CC)CCCn1c(-c2ccccc2)nc2c(N3CCOCC3)nc(C)nc21	-4%
COc1cc([N+](=O)[O-])ccc1NC(=O)COC(=O)c1n[nH]c2ccccc12	2%
O=C(Nc1cccc(Cl)c1)c1ccc(Cn2cc(Cl)cn2)cc1	7%
CCS(=O)(=O)N1Cc2ccccc2CC1C(=O)Nc1ccc(OC)cc1 (centres undefined)	-4%
Next part
SMILES	ERK EGF block
O=S(=O)(NCc1ccccn1)c1cc(OCC(F)(F)F)ccc1OCC(F)(F)F	2%[57.5 µM]
N=c1c2c3c(sc2ncn1N)CCCC3	-2%
CC(C)C(=O)Nc1nc2cc3c(cc2s1)OCCO3	-8%[57.5 µM]
O=C(CN1CCN(C/C=C/c2ccccc2)CC1)Nc1ccccc1C(=O)NC1CC1	9%[57.5 µM]
O=C(Nc1ccccc1Cl)c1ccc(COc2ccc3c(c2)CCC3)cc1	15%
COC(=O)Cc1[nH]n(-c2nc3ccccc3s2)c(=O)c1C(C)=Nc1ccc(OC)cc1	-7%[57.5 µM]
O=Cc1s/c(=N\S(=O)(=O)c2ccccc2)n(CCCCl)c1Cl	22µM*
COc1ccc(-c2n(Cc3ccccc3)c3ccccc3[n+]2Cc2ccccc2)cc1	-2%
Cc1c(C(=O)O)cccc1-n1c(C)cc(/C=N/Nc2ccc([N+](=O)[O-])cn2)c1C	-3%[57.5 µM]
COc1cccc(C(=O)NCCN2C(=O)S/C(=C/c3cccs3)C2=O)c1OC	-8%
C=CCn1c(C)nnc1SCC(=O)c1[nH]c(C)c(C(C)=O)c1C	7%
COc1ccccc1N1CC(C)(C)C(=O)N(C(=O)c2ccc(C)cc2)C1=S	-8%[57.5 µM]
Cc1cccc(NC(=O)/C(C#N)=C\c2ccc(C(=O)O)cc2)c1	?
CC(C)(C)c1ccc(SCCc2cccnc2)cc1	-9%[57.5 µM]
Cc1ccc2cc(CCNS(=O)(=O)c3ccc(F)cc3)c(=O)[nH]c2c1C	-11%[57.5 µM]
Nc1c(C(=O)N/N=C/c2cccnc2)oc2nc(-c3ccccc3)cc(-c3ccco3)c12	-16%[57.5 µM]
Cn1cccc1C(=O)NC(=O)COC(=O)c1cc(Cl)ccc1[N+](=O)[O-]	8%[57.5 µM]
CCc1ccc(NC(=S)N2CCCCCCC2)cc1	1%
COc1ccc(C(=O)CSc2nc3c(c(=O)n(C)c(=O)n3C)n2C)cc1	1%
Cc1cc(C)c2oc(C(=O)Nc3ccc(S(=O)(=O)Nc4nccs4)cc3)cc(=O)c2c1	0%[57.5 µM]
Cc1ccccc1NC(=O)C[n+]1cc(-c2ccccc2)n2c1CCC2	8%[57.5 µM]
Cc1noc(C)c1C(=O)N1CCC2(CCN(C(=O)NC(C)C)CC2)CC1	-5%
Cc1cc(C)nc(SC(C(=O)O)c2ccccc2)n1 (centres undefined)	0%
Cc1ccc(-c2nc3c(=O)n(-c4ccccc4)c4c(c(=O)n(C)c(=O)n4C)c3o2)cc1	-7%[57.5 µM]
C=CCOc1ccc(C2NC(=S)NC3=C2CCc2ccccc23)cc1 (centres undefined)	-12%[57.5 µM]

Exported as comma-separated lines: entries from further up
structure,ERK EGF block
Cc1cc(C)c2oc(C(=O)Nc3ccc(S(=O)(=O)Nc4nccs4)cc3)cc(=O)c2c1,0%[57.5 µM]
Cc1ccccc1NC(=O)C[n+]1cc(-c2ccccc2)n2c1CCC2,8%[57.5 µM]
Cc1noc(C)c1C(=O)N1CCC2(CCN(C(=O)NC(C)C)CC2)CC1,-5%
Cc1cc(C)nc(SC(C(=O)O)c2ccccc2)n1 (centres undefined),0%

No new results follow: entries from further up.
SMILES	ERK EGF block
O=S(=O)(NCc1ccccn1)c1cc(OCC(F)(F)F)ccc1OCC(F)(F)F	2%[57.5 µM]
N=c1c2c3c(sc2ncn1N)CCCC3	-2%

Following part:
SMILES	ERK EGF block
CCOc1nc(Nc2ccc(OC)cc2)nc(N2CCOCC2)n1	-3%
NNC(=O)c1cccc(Cn2cc(Br)c([N+](=O)[O-])n2)c1	-2%[57.5 µM]
Cc1ncc(CN2CCN(C(C)C)C(CCO)C2)s1 (centres undefined)	-2%
CCN1CCN(C(=O)c2cc(S(=O)(=O)Nc3ccc(S(C)(=O)=O)cc3)ccc2Cl)CC1	-3%
C/C(CCc1ccccc1)=N\NC(=O)c1ccccc1	5%
CCn1cc(C=C2C(=O)c3ccccc3C2=O)c2ccccc21	5%
Cc1cc(NC(=O)CSc2nc3c([nH]c4ccccc43)c(=O)n2-c2cccc(C(F)(F)F)c2)no1	-3%
CC[C@H]1OC(=O)[C@H](C)[C@@H](O[C@H]2C[C@@](C)(OC)[C@@H](O)[C@H](C)O2)C(C)[C@@H](O[C@@H]2O[C@H](C)C[C@H](N(C)C)[C@@H]2O)[C@](C)(OC)C[C@@H](C)C(=O)[C@H](C)[C@@H](O)[C@]1(C)O (some centres undefined)	0%
CCOc1ncccc1C(=O)OCC(=O)Nc1ccc(C(C)C)cc1	6%
O=[N+]([O-])c1ccc(N2CCCCC2)nc1N1CCCCC1	?
CCOC(=O)C1=C(C)NC(=S)NC1C (centres undefined)	4%
Cc1ccc(C2(CC(=O)O)CCOC(C)(C)C2)cc1 (centres undefined)	8%
CN(C)c1nc(C(F)(F)F)cc(=O)[nH]1	-5%
CCC(=O)OC1C2CC3=C4CC(=O)OC(c5ccoc5)[C@]4(C)CCC3[C@@](C)(C2=O)C(CC(=O)OC)C1(C)C (some centres undefined)	-11%
COc1ccc(S(=O)(=O)N(CC(=O)Nc2ccc(S(=O)(=O)N3CCOCC3)cc2)c2ccccc2)cc1	-11%
Cn1ncc(Cl)c1C(=O)N/N=C/c1cccc(OC2CSC2)c1	-10%
Cc1[nH]c(=O)[nH]c(=O)c1S(=O)(=O)N1CCC(C(=O)NC(C)c2ccccc2)CC1 (centres undefined)	3%
CNc1nc(OC)nc(N(C#N)CN2C(=O)c3ccccc3S2(=O)=O)n1	3%
COc1ccc(C(=O)O/N=C2\CCS(=O)(=O)c3sccc32)cc1	5%
CCCCC/C=C\C/C=C\CCCCCCCC(=O)O	-15%
O=C(Cc1ccccc1F)c1ccc(O)cc1O	?
Nc1nc(SCc2ccccc2)n[nH]1	-12%[57.5 µM]
CC(C)(C)C(=O)Nc1nnc(Cc2ccccc2)s1	-2%
O=C(O)CC/C(=N\NC(=O)c1ccccc1)c1cccs1	-2%
NS(=O)(=O)c1ccc(N/N=C/c2ccccc2C(=O)O)c([N+](=O)[O-])c1	19%
The list goes on.
SMILES	ERK EGF block
COc1ccc(N2CCN(C(=O)CSc3nnc(CNc4ccccc4)o3)CC2)cc1	3%
CCSc1nc(N)c(C#N)c(-c2ccco2)c1C#N	11%
CC(=O)c1sccc1NC(=O)CC(C)(C)CC(=O)O	-4%[57.5 µM]
Fc1ccccc1/C=N/Nc1ncnc2nc[nH]c12	5%
CCNC(=O)NC(=O)C(C)OC(=O)c1cccn1C (centres undefined)	2%
COc1ccc(N2CCN(C(=O)CSc3ccc([N+](=O)[O-])cc3)CC2)cc1	0%
COCCN(C)C(=O)CCc1nnc(Cc2ccc(-c3ccccc3)cc2)o1	3%
CCOC(=O)c1c(-c2ccc(OC)cc2)csc1/N=C/N(C)C	-7%
CC(C)N(C(=O)Cn1c(SCC(=O)NCc2ccc3c(c2)OCO3)nc2ccccc21)C(C)C	3%
COc1cccc(C(=O)Oc2c(Br)cc(Br)cc2/C=N/NC(=O)c2cc(C)[nH]n2)c1	25%
Cc1ccnc(NC(=S)NC(=O)c2cncc(Br)c2)c1	-4%
C=CCOC(=O)N[C@@H](CCc1ccccc1)C(C(C)=O)C(C)=O	-1%
CCOC(=O)c1cnc2c(-c3ccc(Cl)cc3)c(C)nn2c1N	-3%
CCC(C)NC(=O)C1CCN(S(=O)(=O)c2ccc(Br)s2)CC1 (centres undefined)	14%
CCOc1ccc(NC(=S)N2CCCCCC2)cc1	1%
O=C(O)c1ccc(-c2ccccc2)[nH]c1=O	0%[57.5 µM]
C=C1CCC2[C@](C)(CO)C(O)CC[C@]2(C)C1C/C=C1/C(=O)OCC1O (some centres undefined)	29%
C/C(=N\NC(=O)c1ccccn1)c1ccc(Cl)cc1	-3%[57.5 µM]
Cc1ccc(-c2noc(-c3ccccc3C(=O)NCc3ccco3)n2)cc1	-2%[57.5 µM]
OCCNc1nc2ccccc2nc1NCCO	?
COc1ccc(OC)c(/C=N/NC(=O)Cn2ccnc2C)c1	3%[57.5 µM]
O=C(Nc1nnc(CCN2CCCCC2)s1)c1ccccc1Cl	0%
CN1CCN(c2nc(Nc3ccc(O)cc3)nc3ccccc23)CC1	-3%
Cc1ccc(NC(=O)COC(=O)[C@H](C)N2C(=O)C3CC=CCC3C2=O)cc1S(=O)(=O)N(C)C (some centres undefined)	-5%
Cc1ccc(N=Nc2ccc(O)c(P(=O)(c3ccccc3)c3ccccc3)c2)cc1	-5%[57.5 µM]
(continued)
SMILES	ERK EGF block
CC(CCc1ccccc1)NC(=O)c1cccc([N+](=O)[O-])c1 (centres undefined)	0%
COc1ccc(C(=O)CSc2ccc(-c3ccc(C)cc3)nn2)cc1	-3%
O=C(NCCCl)Nc1cc([N+](=O)[O-])ccc1Cl	-8%
O=S(=O)(NCc1ccc(Cl)cc1)c1cccc2cccnc12	2%[57.5 µM]
O=C(c1ccc(F)cc1)N1CCCC(C(=O)N2CCN(c3ccccc3)CC2)C1 (centres undefined)	15%[57.5 µM]
Cc1ccc2[nH]c(=O)c(COC(=O)c3cccs3)cc2c1	1%
COc1ccccc1CNC(=O)COc1ccc(C)nc1[N+](=O)[O-]	-5%
O=C(CSc1ccc(Cl)cc1)Nc1nnc(-c2cccc([N+](=O)[O-])c2)s1	0%
Cc1ccc(C(=O)CSc2nnc(COc3ccccc3)o2)cc1	-7%
CC(NC(=O)c1cccc2ccccc12)c1ccc2c(c1)CCCC2 (centres undefined)	4%
CSc1ccc(/C=C(/NC(=O)c2ccc(C)cc2)C(=O)Nc2cccc(C)c2)cc1	-3%
CCOC(=O)C1(CC2CCCCO2)CCN(S(=O)(=O)c2c(C)nn(C)c2C)CC1 (centres undefined)	-5%
CC(C)n1c2ccccc2c2nnc(SCC(=O)Nc3ccccc3C(=O)O)nc21	?
CCOC(=O)C1(CC2CCCCO2)CCN(Cc2nccn2-c2cccc(C)c2)CC1 (centres undefined)	1%
O=C(COC(=O)c1cc[n+]([O-])cc1)Nc1ccc(Cl)cc1[N+](=O)[O-]	10%
COc1ccc(C(CC(=O)NCc2ccccc2)C(C)C)cc1 (centres undefined)	2%[57.5 µM]

In the list so far, these contain fluorine.
SMILES	ERK EGF block
C/C=C/c1ccc(OCCCCOc2ccccc2F)c(OC)c1	?
NCCCC[C@@H]1NC(=O)c2cc([N+](=O)[O-])cc(F)c2NCCCC[C@@H](C(N)=O)NC(=O)[C@H](CCC(N)=O)NC1=O	-1%
O=S(=O)(NCc1ccccn1)c1cc(OCC(F)(F)F)ccc1OCC(F)(F)F	2%[57.5 µM]
Cc1ccc2cc(CCNS(=O)(=O)c3ccc(F)cc3)c(=O)[nH]c2c1C	-11%[57.5 µM]
Cc1cc(NC(=O)CSc2nc3c([nH]c4ccccc43)c(=O)n2-c2cccc(C(F)(F)F)c2)no1	-3%
CN(C)c1nc(C(F)(F)F)cc(=O)[nH]1	-5%
O=C(Cc1ccccc1F)c1ccc(O)cc1O	?
Fc1ccccc1/C=N/Nc1ncnc2nc[nH]c12	5%
O=C(c1ccc(F)cc1)N1CCCC(C(=O)N2CCN(c3ccccc3)CC2)C1 (centres undefined)	15%[57.5 µM]

Compound activity deposited in PubChem BioAssay by National Center for Advancing Translational Sciences (NCATS).

Some of the compounds tested; count on the stated rates, not on these rows.
